Screening results (PubChem)
ATG4B inhibitor = ATG4B protease inhibitors, primary screen, biochemical, fluorescence, uHTS. inhibition, % at 8.33 µM. Cysteine protease ATG4B (Homo sapiens), Q9Y4P1. ATG4B cleavage of LC3-PLA2, NBD-HPC fluorescence, 1 h. 340,000 compounds, 0.51% hits; in the data active = inhibition above about 40%
Target sequence (Q9Y4P1 whole entry, looked up): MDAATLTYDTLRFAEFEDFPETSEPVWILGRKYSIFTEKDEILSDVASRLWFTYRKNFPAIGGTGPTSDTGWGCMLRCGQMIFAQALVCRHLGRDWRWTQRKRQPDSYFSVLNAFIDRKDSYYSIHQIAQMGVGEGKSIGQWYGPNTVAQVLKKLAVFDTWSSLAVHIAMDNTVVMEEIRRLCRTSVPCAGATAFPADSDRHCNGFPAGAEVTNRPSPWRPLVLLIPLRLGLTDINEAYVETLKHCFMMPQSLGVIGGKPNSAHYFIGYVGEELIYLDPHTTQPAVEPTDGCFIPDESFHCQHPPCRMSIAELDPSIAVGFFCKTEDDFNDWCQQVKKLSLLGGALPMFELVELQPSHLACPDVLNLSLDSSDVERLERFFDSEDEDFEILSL
GRIN3A LBD mod = binders of NR3A ligand-binding domain, primary screen, biophysical, differential scanning fluorimetry, uHTS. Tm shift relative to glycine control, % at 25 µM. NR3A LBD differential scanning fluorimetry, Tm shift; 0% = protein alone, 100% = glycine-bound protein. 340,000 compounds, 2.5% hits. Glutamate receptor ionotropic, NMDA 3A (GRIN3A) ligand-binding domain. AID 1259313, 2017;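 active = melting temperature shift of at least 10% of the positive control shift, at one fixed dose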
PfGluPho inh = PfG6PD enzyme inhibitors, primary screen, biochemical, fluorescence intensity, uHTS. glucose-6-phosphate dehydrogenase-6-phosphogluconolactonase (Plasmodium falciparum 3D7). PfGluPho enzyme, NADPH resazurin-diaphorase fluorescence. inhibition, % at 20 µM. 350,000 compounds, 0.78% hits. AID 504690, 2011;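 active = inhibition reaching at least a set limit at 20 µM in the primary screen, cut at about 59% in these data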;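 note: 0% = DMSO wells with substrate and 100% = DMSO wells lacking glucose-6-phosphate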
SENP7 inh = SENP7 protease inhibitors, primary screen, biochemical, luminescence, uHTS | Sentrin-specific protease 7 (Homo sapiens), Q9BQF6 | recombinant SENP7, Z-RLRGG-aminoluciferin luminescence, 40 min | inhibition, % at 5 µM | 330,000 compounds, 1.5% hits;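 active = inhibition above about 50% at the single test dose, limit read from the data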;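 note: plate controls were DMSO with enzyme for no effect and no enzyme buffer wells for full effect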
Target sequence (Q9BQF6 706-1050 limits assumed): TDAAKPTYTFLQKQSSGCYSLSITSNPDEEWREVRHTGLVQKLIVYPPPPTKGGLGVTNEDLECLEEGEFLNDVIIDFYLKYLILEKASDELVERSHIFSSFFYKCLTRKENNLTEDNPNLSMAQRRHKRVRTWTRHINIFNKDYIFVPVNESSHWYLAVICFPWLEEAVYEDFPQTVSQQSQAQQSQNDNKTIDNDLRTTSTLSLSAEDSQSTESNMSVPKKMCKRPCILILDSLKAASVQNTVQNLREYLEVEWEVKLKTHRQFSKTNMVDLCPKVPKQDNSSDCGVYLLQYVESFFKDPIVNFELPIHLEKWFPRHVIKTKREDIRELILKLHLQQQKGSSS
SENP8 block = human SENP8 protease inhibitors, primary screen, biochemical, fluorescence, Nedd8 protein substrate, uHTS; AID 602440, 2012; inhibition, % at 20 µM; Sentrin-specific protease 8 (Homo sapiens), Q96LD8; recombinant SENP8; 360,000 compounds, 0.64% hits; in the data active = inhibition mostly above about 40%, no sharp cut-off; inactive = mostly below about 27%
Target sequence (Q96LD8 whole entry, looked up): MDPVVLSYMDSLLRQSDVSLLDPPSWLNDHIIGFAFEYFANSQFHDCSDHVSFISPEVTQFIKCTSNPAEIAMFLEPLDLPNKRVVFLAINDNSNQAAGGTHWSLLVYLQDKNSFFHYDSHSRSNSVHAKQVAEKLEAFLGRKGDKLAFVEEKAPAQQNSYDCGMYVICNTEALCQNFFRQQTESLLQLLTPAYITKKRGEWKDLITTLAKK
MPTP inh = mitochondrial permeability transition pore inhibitors, primary screen, biochemical, isolated mouse mitochondria, absorbance; 360,000 compounds, 1.4% hits; Ca2+ swelling absorbance, 30 min; inhibition, % at 10 µM; AID 602449, 2012;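 active = inhibition of 50% or more, scaled per plate between neutral and stimulator controls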;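 note: 0% = DMSO wells given calcium and 100% = 1 mM EGTA wells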
SENP6 block = SENP6 protease inhibitors, primary screen, biochemical, luminescence, uHTS; Recombinant SENP6 catalytic domain, aminoluciferin luminescence; inhibition, % at 10 µM; 330,000 compounds, 1.8% hits;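 active = inhibition above about 50% at the single tested dose, limit read from the data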;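 note: plate controls were DMSO wells with enzyme for no effect and DMSO wells lacking enzyme for full effect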
HKDC1 inhibitor = HKDC1 hexokinase inhibitors, primary screen, biochemical, fluorescence, uHTS. Q2TB90. recombinant HKDC1, G6PDH/diaphorase resazurin coupled fluorescence. inhibition, % at 20 µM. 340,000 compounds, 0.16% hits. AID 493160, 2011;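 active = inhibition above about 35% when tested at 20 µM, limit read from the data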;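 note: plate controls were DMSO wells with enzyme for no effect and DMSO wells lacking enzyme for full effect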
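Test system: HK5 enzyme. Quantity: 5 µg/mL HK5 final. Reagent: glucose and ATP substrates. Schedule: 90 min reaction incubation at room temperature, dark. Technique: resazurin-to-resorufin fluorescence via G6PDH and diaphorase coupling, 525/613 nm. Control set: DMSO wells with and without enzyme mix.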
Starred values were filed as active, the others as inactive; nt = no result given.

SMILES | ATG4B inhibitor | GRIN3A LBD mod | PfGluPho inh | SENP7 inh | SENP8 block | MPTP inh | SENP6 block | HKDC1 inhibitor
c1coc(CNc2ncnc3nc[nH]c23)c1 | -8 | 0 | 0 | 3 | -4 | -1.1 | 0 | 1
COc1cc(NC(=O)c2cc([N+](=O)[O-])ccc2NC(=O)CNCc2ccccn2)cc(OC)c1 | -2 | -4 | 2 | -3 | 12 | 0.3 | 17 | -3
COc1ccc(N2C(=O)CCC(C(=O)NCCCN3CCC(C)CC3)C2c2ccc(OC)c(OC)c2)cc1 (centres undefined) | 6 | -1 | -9 | -4 | 6 | -5.1 | 3 | -3
COc1cc(C(C(=O)NC(C)(C)C)N(C(=O)CNC(=O)c2cccs2)c2cccnc2)cc(OC)c1OC (centres undefined) | 4 | 1 | -13 | -3 | 14 | 0.3 | -13 | -4
CCOCCCNC(=O)c1c[nH]c2ccc(C)cc2c1=O | 12 | 1 | -3 | -9 | 17 | -1.2 | 4 | -15
COc1ccc(-n2c(=O)[nH]cc(C(=O)N3CCCc4ccccc43)c2=O)cc1 | -2 | -1 | -23 | -5 | 8 | -0.4 | -13 | -7
COc1ccc(C2C(C(=O)c3cccs3)=C(O)C(=O)N2c2nnc(C)s2)cc1OC (centres undefined) | -11 | 2 | -13 | -5 | -3 | 0.1 | -38 | -3
CCOc1ccc(Nc2nnc(SCc3nc4ccccc4c(=O)[nH]3)s2)cc1 | 0 | 1 | -11 | 0 | -6 | 1.6 | -14 | -6
Cc1ccc(Nc2cc(-n3nc(C)cc3C)ncn2)c(C)c1 | 18 | -2 | -1 | -1 | -3 | -2.8 | -10 | 3
CCCCn1nc(NC(=O)c2cccs2)c2cc3ccccc3nc21 | 19 | -5 | 22 | 6 | -284 | 7.9 | -2 | -1
CC12CCC(C(=O)N3CCC(Cc4ccccc4)CC3)(C(=O)C1=O)C2(C)C (centres undefined) | -2 | 2 | -9 | -3 | 11 | 5.0 | -5 | 1
CCCCc1ccc(NC(=O)Nc2cccnc2)cc1 | -9 | 5 | 11 | 58* | 12 | 38 | 74* | -1
CCCC(C)c1oc(=O)cc(O)c1C (centres undefined) | -1 | 0 | 0 | -5 | -3 | -0.3 | nt | -2
C=CCN1C(=O)c2ccc(C(=O)N(CCC)CC(=O)Nc3ccccc3C)cc2C1=O | -4 | 1 | 13 | -10 | 2 | 1.0 | -8 | 4
CCCCCCC(=O)Nc1nc(C)c(-c2csc(Nc3cc(OC)ccc3OC)n2)s1 | -4 | -1 | 26 | 4 | -181 | 0.8 | -13 | 6
COc1ccc(C(=O)c2c[nH]cc2-c2ccccc2)cc1 | -9 | -2 | 3 | 3 | 21 | 0.6 | 5 | -8
O=C(CSc1nc2c(c(=O)[nH]1)CN(Cc1ccc(F)cc1)CC2)Nc1ccc(F)cc1 | -2 | -3 | -12 | -3 | 4 | 7.4 | -9 | 2
O=C(O)C1C2CC2CN1C(=O)c1ccc(Cl)cc1 (centres undefined) | 11 | -3 | -30 | 3 | 12 | -1.1 | -14 | 15
Cc1cc(C)n2nc(SCc3nc4ccccc4[nH]3)nc2n1 | 1 | -4 | -5 | 9 | 9 | -0.6 | 3 | -5
CCCc1nc(N)c(C#N)c(N)c1C#N | 4 | 1 | -4 | -6 | -8 | 3.8 | 5 | 1
CC(C)(C)OC(=O)NCCCC(CCCNC(=O)OC(C)(C)C)C(=O)O | -2 | 5 | -11 | -2 | 18 | -3.4 | -1 | -1
COc1cc2nc(CN3CCN(S(=O)(=O)c4ccccc4)CC3)[nH]c(=O)c2cc1OC | -10 | 1 | 20 | 7 | 2 | -0.7 | -9 | -1
CCCCOC(=O)/C(=C/c1cn(C)c2ccccc12)NC(=O)c1ccc(OC)cc1 | -12 | 0 | 5 | 2 | -28 | 28 | -1 | -17
COc1ccc(/C=C\C(=O)NCc2ccc3c(c2)cc(C)n3C)cc1OC | -10 | -2 | 20 | 7 | -57 | 0.7 | 9 | 1
Cn1c(=O)oc2cc(S(=O)(=O)NCCC(=O)N3CCN(c4ccccc4)CC3)ccc21 | 4 | 2 | -10 | 2 | 20 | -0.9 | 9 | -2

3 compounds from above, ordered by their value in SENP6 block, high to low:
smiles | ATG4B inhibitor | GRIN3A LBD mod | PfGluPho inh | SENP7 inh | MPTP inh | SENP6 block | HKDC1 inhibitor
Cn1c(=O)oc2cc(S(=O)(=O)NCCC(=O)N3CCN(c4ccccc4)CC3)ccc21 | 4 | 2 | -10 | 2 | -0.9 | 9 | -2
Cc1ccc(Nc2cc(-n3nc(C)cc3C)ncn2)c(C)c1 | 18 | -2 | -1 | -1 | -2.8 | -10 | 3
CCCCCCC(=O)Nc1nc(C)c(-c2csc(Nc3cc(OC)ccc3OC)n2)s1 | -4 | -1 | 26 | 4 | 0.8 | -13 | 6

Grouped by structure, the compounds so far with an aryl thioether with sulfur outside any ring.
SMILES | ATG4B inhibitor | GRIN3A LBD mod | PfGluPho inh | SENP7 inh | SENP8 block | MPTP inh | SENP6 block | HKDC1 inhibitor
CCOc1ccc(Nc2nnc(SCc3nc4ccccc4c(=O)[nH]3)s2)cc1 | 0 | 1 | -11 | 0 | -6 | 1.6 | -14 | -6
O=C(CSc1nc2c(c(=O)[nH]1)CN(Cc1ccc(F)cc1)CC2)Nc1ccc(F)cc1 | -2 | -3 | -12 | -3 | 4 | 7.4 | -9 | 2
Cc1cc(C)n2nc(SCc3nc4ccccc4[nH]3)nc2n1 | 1 | -4 | -5 | 9 | 9 | -0.6 | 3 | -5

New compounds follow.
SMILES | ATG4B inhibitor | GRIN3A LBD mod | PfGluPho inh | SENP7 inh | SENP8 block | MPTP inh | SENP6 block | HKDC1 inhibitor
COc1cc(/C=C/C(=O)c2cccc([N+](=O)[O-])c2)cc(OC)c1OC | -9 | 0 | -2 | -1 | 13 | -0.2 | -20 | 16
COc1ccccc1/C=C/C(=O)OCC(=O)Nc1ccc2c(c1)OCO2 | -10 | 3 | 4 | -7 | -97 | -0.1 | -17 | 2
O=C(NCc1ccc(Cl)cc1)C1CCCN(C(=O)c2ccc(Cl)cc2)C1 (centres undefined) | 0 | 0 | 6 | -1 | 6 | 0.2 | -5 | -4
COc1ccc(N2CCN(C(=O)CCNC(=O)c3ccc(Br)cc3)CC2)cc1 | -2 | -3 | -5 | -10 | 16 | 0.6 | -21 | 0
Cc1ccc(N(Cc2ccccc2)C(=O)c2ccc(F)c(S(=O)(=O)N3CCOCC3)c2)cc1 | -2 | -2 | 19 | -4 | -2 | -0.4 | 0 | -2
S=c1nc(C2CCCCC2)[nH][nH]1 | 2 | 0 | 29 | 3 | 17 | -0.4 | 4 | 0
N#Cc1ccccc1OCC(=O)OCCCOC(=O)COc1ccccc1C#N | -7 | 1 | 28 | 7 | -1 | 0.1 | -36 | -8
CC1CCCN(S(=O)(=O)c2ccc(NC(=O)Cc3ccc(S(=O)(=O)N4CCOCC4)s3)cc2)C1 (centres undefined) | -13 | 2 | 4 | -15 | 0 | -0.6 | -15 | 4
O=C(Nc1sc2c(c1C(=O)NCC1CCCO1)CCCC2)c1cccs1 (centres undefined) | -7 | nt | 5 | 5 | -164 | 0.8 | 13 | 8
COc1cc(NC(=O)C2CCC(CNc3c(N4CCCCC4)c(=O)c3=O)CC2)cc(OC)c1 (centres undefined) | -9 | 4 | 11 | -6 | 15 | -1.2 | 4 | 1
O=C(Cc1ccc(NC(=O)C2CCCN(C(=O)C3CC3)C2)cc1)Nc1cccc(C(=O)N2CCCCC2)c1 (centres undefined) | 7 | 0 | -19 | nt | 6 | -2.6 | nt | 11
CCOC(=O)[C@@H]1[C@H]2COc3cc(OC)ccc3[C@H]2N2C(=O)N(c3cccc(Cl)c3)C(=O)[C@]12C | 2 | 8 | -1 | -5 | 13 | 1.2 | -12 | -6
CCN(CCN(C)C)C(=O)Cn1ncc2c1-c1cc(C)ccc1OC2 | 0 | -1 | -3 | 3 | 22 | -0.1 | -1 | 3
Cc1coc2cc3oc(=O)c(CCC(=O)N4C[C@H]5C[C@@H](C4)c4cccc(=O)n4C5)c(C)c3cc12 | -17 | -2 | 5 | 16 | -226 | 0.2 | -19 | 3
COc1cc(C[C@H](C)[C@H](C)Cc2ccc3c(c2)OCO3)ccc1O | 11 | -36 | 22 | -9 | 24 | 2.8 | -10 | 2
NC(=O)C(c1ccc(Cl)cc1)c1ncc(C(F)(F)F)cc1Cl (centres undefined) | 1 | 0 | -4 | 6 | 6 | 1.4 | -11 | -8
Cc1cccc(N=c2oc3cc(O)ccc3cc2C(N)=O)c1 | -5 | -6 | -22 | -14 | -295 | 38 | 13 | 6
CC(C)CCn1c(CN2CCN(C(=O)c3ccco3)CC2)nc2c1c(=O)n(C)c(=O)n2C | -14 | -3 | 4 | 3 | 21 | -3.7 | -7 | -3
Cc1c(C(=O)N2CCOCC2)c(S(=O)(=O)Nc2cccc(F)c2)c(C)n1C | 13 | 0 | -13 | 3 | 8 | 0.9 | 5 | 0
CSc1nc2ccc(NC(=O)C3CC(=O)N(Cc4ccccc4)C3)cc2s1 (centres undefined) | -22 | 0 | 6 | -4 | -6 | -5.7 | 2 | 1
Cc1ccc(SCCN2CCC(C)CCC2=O)cc1 (centres undefined) | -5 | -3 | -5 | -1 | 4 | -1.8 | 0 | -9
O=C(COC(=O)c1ccccc1NC(=O)c1ccccc1)c1ccc([N+](=O)[O-])cc1 | 1 | -4 | 27 | -4 | 17 | -3.6 | 7 | 7
O=C(Nc1sccc1C(=O)N1CCOCC1)c1cccnc1 | -4 | 1 | 8 | -4 | 8 | -1.8 | -10 | -10
CCN1C(=O)[C@@H]2[C@@H](c3ccc(-c4ccc(OC)cc4)cc3)N3CCCC[C@@]3(C(=O)OC)[C@@H]2C1=O | -4 | -1 | 11 | 12 | -49 | 1.4 | -6 | 5
COc1ccc(-c2[nH]ncc2CN2CCCC(C(=O)c3cccc(OC)c3)C2)cc1 (centres undefined) | -5 | 0 | 3 | -8 | 11 | -1.2 | -16 | -2
New compounds follow:
SMILES | ATG4B inhibitor | GRIN3A LBD mod | PfGluPho inh | SENP7 inh | SENP8 block | MPTP inh | SENP6 block | HKDC1 inhibitor
COc1ccc(CC(=O)NC(C)C2COc3ccccc3O2)cc1OC (centres undefined) | -4 | -2 | -8 | -4 | -13 | -2.8 | -17 | -14
O=C(c1sc2cccc(F)c2c1Cl)N1CCN(c2ncccn2)CC1 | 10 | -2 | 2 | -3 | 6 | 1.2 | 1 | -14
Cc1c(Cl)cnc(NC(=O)COC(=O)c2cc3c(s2)CCC(C)C3)c1Cl (centres undefined) | 0 | -1 | 5 | -7 | -6 | 2.0 | 11 | -13
CC(=O)c1c(C)[nH]c(C(=O)COC(=O)Cc2ccccc2F)c1C | -1 | 1 | -15 | -1 | -10 | 1.5 | -8 | -1
CC(=O)c1ccccc1OCC(O)Cn1ccnc1 (centres undefined) | 1 | 0 | 3 | 0 | 10 | -1.3 | -18 | -6
CCn1c(SCC(=O)Nc2cc3oc4ccccc4c3cc2OC)nnc1-c1cccs1 | 13 | -5 | 14 | 6 | 0 | 1.0 | -20 | -4
CCOC(=O)C1=CN(Cc2cccc(F)c2)S(=O)(=O)N(CC)C1CCc1ccccc1 (centres undefined) | 9 | -3 | 22 | -4 | 3 | -1.8 | nt | 0
CCc1sc(NC(=O)C(C)C)nc1-c1ccccc1 | -11 | 0 | 1 | 10 | 2 | -0.2 | -5 | 1
Cc1cccnc1NC(=O)C1CCN(S(=O)(=O)c2cccs2)CC1 | -13 | -1 | -3 | -1 | 12 | 2.1 | -16 | -2
